# Screens: PubChem, National Center for Advancing Translational Sciences (NCATS)
# NIH3T3 tox – NIH 3T3 cell cytotoxicity. AID 1345082. Potency, µM (highest dose often 96.7 µM), inactives show at the top dose activity change, negative = cytotoxicity, usual class: inhibitors. NIH 3T3 viability, CellTiter-Glo ATP luminescence, 48-72 h. hit rate 4.3% among 94,000; further: potency means the concentration at half of the fitted maximal effect; nearly all actives have a fitted effect of over 55% in size
#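 First NIH 3T3 cells are plated at 400 cells/well; next compound is pinned in; then plates incubate 48 or 72 hr at 37 °C; finally CellTiter-Glo is added and luminescence read after 10 min.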
# SNCA viab count – reduces viability of HEK-293 SNCA reporter cells; hit rate 0.12% among 150,000; Potency, µM (doses to about 57.1 µM), for the others: top-dose activity change, negative = cytotoxicity, actives largely listed as cytotoxic; HEK-293-SNCA-luc viability, GF-AFC fluorescence, 24 h; AID 1671193;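 further: potency means the concentration at half of the fitted maximal effect; 0% = DMSO-treated cells and -100% = medium-only wells without cells; nearly all actives have a fitted effect of over 30% in size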
#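 Cytotoxicity counterscreen: after 24 h compound treatment of genome-edited SNCA-luciferase HEK-293 cells, live-cell protease substrate GF-AFC read by fluorescence after 30 min; activity scaled between DMSO (0%) and medium-only (-100%), curves Hill-fitted.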
# HEK293 tox – kills HEK 293 cells; hit rate 6.6% among 94,000; Potency, µM (top dose mostly 115 µM), inactives show at the top dose activity change, negative = cytotoxicity, usual class: inhibitors; HEK 293 viability, ATP luminescence (CellTiter-Glo), 48-72 h; further: potency means the concentration at half of the fitted maximal effect; nearly all actives have a fitted effect of over 60% in size
#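 Read-out: CellTiter-Glo ATP luminescence. Cells: HEK 293, 250 cells/well. Exposure: 48 or 72 hr, 37 degree Celsius.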
# Luciferase inh – Photinus pyralis luciferase inhibition; purified P. pyralis luciferase, luminescence, biochemical; Potency, µM (series often up to 115 µM), for the others: at the highest dose activity change, negative = inhibition, actives largely listed as inhibitors; hit rate 2.5% among 76,000; further: potency means the concentration at half of the fitted maximal effect; nearly all actives have a fitted effect of over 65% in size
# Target sequence (P08659 whole entry, looked up): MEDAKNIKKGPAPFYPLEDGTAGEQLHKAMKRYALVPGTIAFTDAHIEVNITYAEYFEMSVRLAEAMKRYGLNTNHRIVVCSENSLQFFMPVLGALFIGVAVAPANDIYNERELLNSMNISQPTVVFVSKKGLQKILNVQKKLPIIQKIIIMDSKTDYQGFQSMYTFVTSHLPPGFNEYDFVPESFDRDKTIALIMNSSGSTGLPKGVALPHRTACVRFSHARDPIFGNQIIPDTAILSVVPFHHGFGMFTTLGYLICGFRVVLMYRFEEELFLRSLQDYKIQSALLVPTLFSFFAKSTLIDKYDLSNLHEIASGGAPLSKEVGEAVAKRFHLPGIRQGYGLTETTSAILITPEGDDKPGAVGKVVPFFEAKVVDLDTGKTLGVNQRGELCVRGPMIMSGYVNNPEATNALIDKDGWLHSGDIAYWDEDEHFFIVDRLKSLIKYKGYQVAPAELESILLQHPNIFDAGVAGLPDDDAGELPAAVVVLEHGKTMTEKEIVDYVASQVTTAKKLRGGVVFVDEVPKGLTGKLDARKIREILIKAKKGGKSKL
#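 Inhibitors were tested against purified firefly luciferase in a biochemical, low-substrate format (both substrates at 10uM) and luminescence measured with a CCD imager.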
# GPT2 inhibitor – inhibitors of human GPT2 alanine aminotransferase | Q8TD30 | Recombinant GPT2, coupled pyruvate oxidase/HRP Amplex Red fluorescence | Potency, µM (doses to about 57.7 µM), inactives show at the highest dose activity change, negative = inhibition, most hits filed as inhibitors | hit rate 0.25% among 100,000 | AID 1671188; further: potency means the concentration at half of the fitted maximal effect; nearly all actives have a fitted effect of over 60% in size; many of its hits are not listed in these tables
# Target sequence (Q8TD30 whole entry, looked up): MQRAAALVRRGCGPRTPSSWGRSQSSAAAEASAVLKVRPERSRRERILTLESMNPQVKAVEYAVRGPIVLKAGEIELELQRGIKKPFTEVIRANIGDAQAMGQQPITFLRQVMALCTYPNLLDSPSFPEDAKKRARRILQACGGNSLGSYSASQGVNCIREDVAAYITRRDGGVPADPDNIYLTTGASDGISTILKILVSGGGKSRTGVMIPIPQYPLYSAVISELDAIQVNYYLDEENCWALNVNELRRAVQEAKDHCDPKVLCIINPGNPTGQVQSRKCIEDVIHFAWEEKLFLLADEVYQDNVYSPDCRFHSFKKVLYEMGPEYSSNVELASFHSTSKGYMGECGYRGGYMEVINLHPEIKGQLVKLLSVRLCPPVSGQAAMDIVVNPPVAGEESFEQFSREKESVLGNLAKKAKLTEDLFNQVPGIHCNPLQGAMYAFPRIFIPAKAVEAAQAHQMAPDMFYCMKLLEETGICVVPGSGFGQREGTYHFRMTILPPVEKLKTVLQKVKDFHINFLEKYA
#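 GPT2 10ng/uL, a-KG 250uM, L-Ala 2mM, HEPES pH7.5 + 0.0001% Tween; 30 min RT. Then Amplex mix (PO/HRP/ThPP), 30 min RT dark, fluorescence. AOA 50uM used as positive control.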
# SNCA expr inhib – inhibitors of alpha-synuclein (SNCA) gene expression. Potency, µM (highest dose often 57.2 µM), without a hit: top-dose activity change, negative = inhibition, most hits filed as inhibitors. AID 1671194. HEK-293 SNCA-luciferase knock-in, luminescence, 24 h. hit rate 0.17% among 140,000;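 further: potency means the concentration at half of the fitted maximal effect; plate controls were DMSO cells for no effect and cell-free wells for full effect; nearly all actives have a fitted effect of over 45% in size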
# IP6K1 inhibitor – inhibitors of human IP6K1 | IP6K1 kinase, ADP-Glo luminescence, 2 h; hits give low values | hit rate 0.81% among 140,000 | Q92551 | activity change, % (series mostly up to about 58 µM) | AID 1645851; in the data active means activity change below about -25%
#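 ADP-Glo luminescence measures ADP made by human IP6K1 during a 2 h RT reaction with ATP/IP6 (mix at 1.3 mM/130 uM); top library doses 57.5 and 19.1 uM final.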
# Active calls of the source: *; i = inactive; ? = inconclusive; . = no result given; & = joins results of further samples; [ ] = dose if it differs, or a comment. Unless noted, the call rests on the fitted dose curve; in most records, active means well fitted curve in the direction sought with a large enough effect; inconclusive means small, poorly fitted or top-dose-only effect, or another doubt; inactive means no such curve, though single readings can be large; an effect the other way counts as inactive or inconclusive. Unless noted, on the % scale 0 is the no-effect control and ±100 the full control effect. These rows are one share of the data, so the mix of outcomes need not match the whole.
SMILES,NIH3T3 tox,SNCA viab count,HEK293 tox,Luciferase inh,GPT2 inhibitor,SNCA expr inhib,IP6K1 inhibitor
COc1ccc(CNC(=O)C[C@@H]2CCNC[C@@H]2Cc2cc(CSc3ccccc3)on2)cc1,?,-3%,50µM*,-3%,i,-12%,-4
CN1CCCN(C(=O)Cc2ccccc2F)c2ccccc21,?,-7%,?,-1%,-4%,19%,-6
COCCNC(=O)c1nc2sccn2c1-c1cccc(OC)c1,-14%,6%,i,.,-2%,20%,4
O=C(NCc1ccncc1)C12C[C@H]3C[C@@H](C1)CC(c1ccc(Cl)cc1)(C3)C2,.,3%,.,.,i,20%,.
COC1CCOC2(CCN(C(=O)C3(c4ccccc4)CC3)CC2)C1 (stereo unspecified),0%,2%[12.5 µM],3%,-8%,i,-4%,1
CNC(=O)c1ccc2cc(C3(O)CCn4cncc43)ccc2c1 (stereo unspecified),.,12%&-11%,.,.,i,13%,6
O=C1CC2CCCC(C1)N2C(=O)c1ccc2ccccc2n1,-14%[138 µM],8%[87.6 µM],-11%[172 µM],0%[172 µM],i,-13%[87.6 µM],21
Cc1ccc(-c2noc(-c3nc(C(C)C)no3)n2)cc1,-5%,4%,-10%,7.1µM*,-10%,153%[activator],5
Cn1nc2n(c1=O)CCC(NC(=O)c1c(F)cccc1Cl)CC2 (stereo unspecified),i,-4%,i,-4%,i,-9%,-4
COCCCNC(=O)c1c(NC(=O)c2nc(S(C)(=O)=O)ncc2Cl)sc2c1CCCC2,.,-12%,.,.,.,-17%,-7
COc1ccc(-c2nc(C3CC(=O)N(c4ccc(C)cc4)C3)no2)c(OC)n1 (stereo unspecified),-1%,-1%,9%,-11%,?,0%,33
Cc1ccc(C2=Nc3ccccc3N(CC(=O)Nc3cccc(F)c3)C(=O)C2)cc1C,.,-5%,.,.,.,153%[activator],-2
COc1ccc(C2C(C(=O)Nc3ccccc3)=C(C)Nc3nc(-c4ccccc4)nn32)cc1OC (stereo unspecified),.,-1%,.,.,.,-24%,-6
C[C@H]1C[C@@H]2[C@H]([C@@H](O)C[C@@]3(C)[C@H]2CC[C@]3(O)C(=O)CO)[C@@]2(C)C=CC(=O)C=C12,.,16%[23.9 µM],.,.,-11%,41%[25.6 µM],15
O=C1CC(c2ccc(Cl)cc2)N=C(NC(=O)c2ccccc2)N1 (stereo unspecified),.,-1%,.,.,.,-2%,-23
Cc1ccccc1CNC[C@H]1O[C@H](Cc2cc(CN(C)Cc3ccccc3)on2)CC[C@@H]1O,?,-5%,?,-1%,-1%,-11%,-2
COc1cccc(C(=O)Nc2ccc(-c3ccc(OC)nn3)cc2)c1,?,.,?,.,.,.,-5
CS(=O)(=O)N1CCC(Oc2ccc(C(=O)NCCc3ccccn3)cc2Cl)CC1,-30%,-7%,?,-22%,2%,13%,11
O=C1CCN(C(=O)[C@@H](Cc2ccccc2)NS(=O)(=O)c2cccs2)CCOCCN1,-4%,?,?,-2%,3%,-25%,1
Cc1ccccc1C(=O)N1CCCC(C(=O)N2CCC(N3CCOC3=O)CC2)C1 (stereo unspecified),-23%,-2%,i,.,i,-9%,-1
CC(C)(C)c1ccc(Oc2nc3ccccn3c(=O)c2/C=C(\C#N)c2nc3ccccc3s2)cc1,.,-3%,.,.,.,27%,-21
CCc1ccc(C(=O)NC2CCN(c3cnn(CCOC)c(=O)c3)CC2)cc1,-10%,-3%,1%,-3%,0%,?,8
O=C1NCc2ccccc2CC12CCN(CCCc1ccccc1)CC2,?,-18%,?,.,-14%,13%,-5
O=C(NCc1ccccc1F)c1ccc2c(c1)CN(Cc1cccnc1)CCO2,-11%,-6%,?,-4%,i,-7%,24
CCCc1nnc(NC(=O)Cc2coc3ccc(C(C)C)cc23)s1,.,-4%,.,.,.,-18%,-4

# Next compounds follow.
SMILES,NIH3T3 tox,SNCA viab count,HEK293 tox,Luciferase inh,GPT2 inhibitor,SNCA expr inhib,IP6K1 inhibitor
CCC(C)NC(=O)c1ccc2c(c1)N(Cc1ccccc1F)C(=O)c1ccccc1S2=O (stereo unspecified),.,6%,.,.,.,3%,3
CC(C)CNC(=O)N1CCC2(CC1)CC(N(C)Cc1ccccc1)CCO2 (stereo unspecified),-20%,-3%,-1%,0%,-1%,-15%,-17
CCCNc1cc(N2CCC(CCC(=O)N(C)CCc3ccncc3)CC2)ncn1,?,-19%,?,?,i,?,5
OCCNc1cc(N2CCCC(CO)(Cc3ccccc3F)C2)ncn1 (stereo unspecified),?,-9%,?,-2%,?,3%,1
COc1cccc(-c2cc(C(=O)N(C)Cc3ccccc3)c3cnn(C)c3n2)c1,?,.,?,.,.,.,7
CN1CCN(C(=O)c2cc(-c3cccc(F)c3)nc3c2cnn3C)CC1,?,.,-9%,.,.,.,10
C[C@@H](NC(=O)Cc1ccccc1)c1c(-c2ccc(F)cc2)noc1C(=O)O,5%[138 µM],6%[87.6 µM],-3%[172 µM],-3%[172 µM],2%[88.5 µM],-7%[87.6 µM],7
COc1ccc(-c2ccc3nnc(CNC(=O)c4ccc[nH]4)n3n2)cc1,-14%,14%,-11%,8%,i,32%,-11
COCCN1CCCCCC(O)c2cc(C(=O)NCC3CCCCC3)ccc21 (stereo unspecified),?,0%,?,-9%,-1%,42%[activator],0
CCC(C)NC(=O)C(NC(=O)c1ccc(C)cc1)C1CCN(C(=O)c2ccccc2C)CC1 (stereo unspecified),2%,10%,i,0%,i,-6%,-12
Cc1cccc(CNC[C@H]2Cn3c(-c4ccc(Cl)cc4)cnc3CO2)n1,-25%[174 µM],4%[87.6 µM],?,-10%[172 µM],-3%[88.5 µM],-7%[87.6 µM],9
CCn1ncc(C(=O)N2CCC(C3CCN(S(C)(=O)=O)CC3)C2)c1C (stereo unspecified),0%,2%[12.5 µM],i,-2%,i,?,17
O=C(Cc1ccc(NC(=O)N2CCCCc3ccccc32)cc1)NCc1ccccc1Br,.,-19%,.,.,.,-64%,21
O=C1CCN(C(=O)c2ccoc2)CCCC(c2nc(-c3cccnc3)no2)CCN1 (stereo unspecified),-15%,4%,-4%,-12%,i,4%,13
Cc1ccc2nc(-c3ccc(NC(=O)COc4c(C)ccc(C)c4C)cc3)sc2c1,.,3%,.,.,.,39%[activator],-3
COc1cccc(CNC(=O)Cn2c(N3CCc4ccccc4C3)nc(C)cc2=O)c1,-44%,-19%,45µM*,1%,i,?,11
Cc1ccc(C(=O)N2CCC3(CC2)CC(OCC2CC2)CCO3)cn1 (stereo unspecified),-11%,-3%[12.5 µM],4%,4%,-11%,0%,11
Cc1ncc2n1C(=O)N(C1CCN(C(=O)Nc3ccc(Cl)cc3)CC1)C2,-27%,-9%,?,-3%,2%,-2%,12
COC1CC(O[C@H]2CC[C@]3(C)C4CC[C@]5(C)C(C6=CC(=O)OC6)=CCC56OC46CC[C@@H]3C2)OC(C)C1O[C@@H]1O[C@H](CO[C@@H]2O[C@H](CO)[C@@H](O)[C@H](O)[C@H]2O)[C@@H](O)[C@H](O)[C@H]1O (stereo partly specified),.,-37%[12.5 µM],.,.,?,.,-16
Cc1ccc(-c2onc(C)c2C)cc1S(=O)(=O)NCc1cccs1,.,-13%,.,.,.,-23%,-2
O=C(NCCc1ccncc1)C1CN(C(=O)c2cccc(Cl)c2)CC12CCOCC2 (stereo unspecified),-2%,-5%,3%,1%,4%,18%,10
COC(=O)CNC(=O)C1CCCN1c1nccc(Nc2ccc(C)cc2)n1 (stereo unspecified),?,-9%[12.5 µM],?,.,i,-22%,3
CN(Cc1ccccc1)C(=O)C1CCN(S(=O)(=O)c2ccc3nc4c(c(C(=O)O)c3c2)CCCC4)CC1,.,-9%,.,.,.,-15%,-16
Cc1nn(C)c2c1c(C(F)(F)F)cc(=O)n2CC(=O)Nc1ccc(F)cc1F,.,19%,.,.,.,-6%,-16
CCC(O)c1cc2n(n1)CCN(c1ncc(F)c(N3CCOCC3)n1)C2 (stereo unspecified),?,-28%,?,-1%,i,6%,15

# Remaining list, next part:
SMILES,NIH3T3 tox,SNCA viab count,HEK293 tox,Luciferase inh,GPT2 inhibitor,SNCA expr inhib,IP6K1 inhibitor
COc1ccc(-c2noc(-c3nc(C(C)C)no3)n2)cc1OC,i,-6%,?,-4%,i,26%,3
COCc1ccc2c(c1)c(OC(C)(C)C(=O)N1CCN(CCO)CC1)nn2Cc1cccnc1,35µM*,3%,i,9%,0%,18%,2
CCN1c2cc(C(=O)Nc3ccc(Br)c(C)c3)ccc2C(=O)N2CCCC21 (stereo unspecified),-20%,-3%[12.5 µM],?,-5%,i,73%[activator],36
CCC(c1cccs1)N1C(=O)[C@H]2CN(S(=O)(=O)c3ccccc3)C[C@H]2C1=O (stereo partly specified),i,4%,-5%,1%,i,-19%,5
O=C(CC1CCCC1)N1CCC(OC2CCN(Cc3ccccc3)CC2)CC1,?,-12%,?,0%,5%,0%,1
COc1ccc(C(=O)N2CCC(Oc3ncccc3C(=O)N(C)C)C2)c(OC)c1 (stereo unspecified),-9%,1%,3%,2%,-3%,-8%,5
CCOC(=O)C1=C(c2ccccc2)Nc2ncnn2C1c1ccc(Cl)cc1 (stereo unspecified),.,4%,.,.,.,24%,-14
Cc1ccc(CNC(=O)CCC2CCCN(S(=O)(=O)c3ccc(F)cc3)C2)cc1 (stereo unspecified),-28%,-3%,?,?,-10%,4%,3
O=C(c1ccccn1)N1CCC12Cc1ccccc1NC2=O (stereo unspecified),2%[138 µM],3%[87.6 µM],i,5%[172 µM],-20%[88.5 µM],3%[87.6 µM],-9
COc1cc(OC)cc(-c2nc(-c3nnn4c3COC(c3ccc(C)cc3)C4)no2)c1 (stereo unspecified),-8%,9%,3%,-12%,i,-16%,-1
COc1ccc(CCc2nc3nccc(-c4ccccn4)n3n2)cc1OC,-14%,2%,-3%,-4%,2%,-3%,-9
COc1cccc(-c2cc(C(=O)NCc3ccc4c(c3)OCO4)c3cnn(C)c3n2)c1,?,.,?,.,.,.,0

# Sorted by molecular weight (high to low): some entries from above
SMILES,NIH3T3 tox,SNCA viab count,HEK293 tox,Luciferase inh,GPT2 inhibitor,SNCA expr inhib,IP6K1 inhibitor
CN(Cc1ccccc1)C(=O)C1CCN(S(=O)(=O)c2ccc3nc4c(c(C(=O)O)c3c2)CCCC4)CC1,.,-9%,.,.,.,-15%,-16
O=C(CC1CCCC1)N1CCC(OC2CCN(Cc3ccccc3)CC2)CC1,?,-12%,?,0%,5%,0%,1
C[C@H]1C[C@@H]2[C@H]([C@@H](O)C[C@@]3(C)[C@H]2CC[C@]3(O)C(=O)CO)[C@@]2(C)C=CC(=O)C=C12,.,16%[23.9 µM],.,.,-11%,41%[25.6 µM],15
COc1ccc(CCc2nc3nccc(-c4ccccn4)n3n2)cc1OC,-14%,2%,-3%,-4%,2%,-3%,-9
CN1CCN(C(=O)c2cc(-c3cccc(F)c3)nc3c2cnn3C)CC1,?,.,-9%,.,.,.,10
Cc1ccc(-c2noc(-c3nc(C(C)C)no3)n2)cc1,-5%,4%,-10%,7.1µM*,-10%,153%[activator],5
